Compound activity deposited in PubChem by University of Kansas High Throughput Screening Laboratory.
Pf apPOL block – Pf-apPOL DNA polymerase inhibition. 210,000 compounds, 0.25% hits. Recombinant Pf-apPOL, molecular beacon fluorescence, 1.5 h. AID 1794808. inhibition, % at 10 µM
mHTT-CaM PPI inh – disrupts binding of mutant huntingtin to calmodulin; P42858; AlphaScreen His-mHTT/GST-CaM binding, luminescence; AID 1671202; inhibition, % at 15 µM; 190,000 compounds, 3.6% hits;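 note: 0% = both proteins with DMSO and 100% = one protein alone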
The depositor's hits bear a star; x = not tested or not shown; & = joins results of further samples; ! = not active in a repeat. Cut-off read from the data, not from the text of the source: active = inhibition above about 50%; inactive = the rest. Outcome played no part in choosing rows (roughly 3.5% active in at least one column).

No.	structure	Pf apPOL block	mHTT-CaM PPI inh
1	CC(C)CNC(=O)c1ccc(CN2C(=O)COc3ccccc32)cc1	9	-6
2	CCc1ccc(N(CC)C(=O)c2cc3cc4ccc(OC)cc4nc3o2)cc1	-3	-2
3	Cc1[nH][nH]c(=O)c1C1(C(C#N)C#N)C2CC3CC(C2)CC1C3 (centres undefined)	x	-5
4	COc1cccc(C(=O)N2CCN(c3nc4ccncc4n(CC(C)C)c3=O)CC2)c1	8	5
5	CCC[C@H]1[C@@H](OC(=O)Oc2ccc([N+](=O)[O-])cc2)CC[C@@]23CCCN2C(=O)CCC[C@@H]13	0	58*
6	O=C(O)CCN1C(=O)c2ccc(Oc3ccc([N+](=O)[O-])cc3)cc2C1=O	-3	3
7	CC(=O)NC(N)=Nc1nc(=O)c2ccccc2s1	3	8
8	COc1ccc(Nc2cc(N3CCOCC3)c3noc4c3c2C(=O)c2ccccc2-4)cc1	1	43
9	CN(C)CCCNc1c([N+](=O)[O-])c(=O)oc2ccccc12	6	-1
10	COCCN1CCC(N2CCCN(C(=O)c3ccc4[nH]ccc4c3)CC2)C1=O (centres undefined)	-4	6
11	COc1ccc(CNC(=O)c2cccnc2N2CCNC(c3ccccc3)C2)cc1 (centres undefined)	1	3
12	CCOc1ccsc1C(=O)NNC(=O)c1ccco1	-8	x
13	Cn1ccnc1N1CCN(C(=O)C2CC(=O)N(c3ccc(Cl)cc3)C2)CC1 (centres undefined)	-3	1
14	CCCc1nnc2n1N=C(c1ccc(Cl)c(Cl)c1)CS2	-6	-3
15	CC(=O)Oc1ccc2c(=O)c(-c3ccc(Cl)cc3)c(C)oc2c1	-5	-1
16	Cc1ccc(N2C(=O)CSC2c2ccc(OC(F)F)cc2)cc1 (centres undefined)	-3	-6
17	Cc1cc(C(=O)NC2CCCC2)c2cccc(Cl)c2n1	-5	-1
18	Cc1cc(=O)oc2c1c(-c1ccccc1)nn2-c1cccc(C(=O)O)c1	1	3
19	COc1ccc(-n2nc(C(=O)NCC(=O)N(C)C3CCCCC3)c3ccccc3c2=O)cc1OC	-14	49
20	Cc1cc(C)cc(OCC(=O)N2CCN(c3ccc([N+](=O)[O-])cc3)CC2)c1	-3	7

Sorted by length of the SMILES (ascending): some entries from above
No.	structure	Pf apPOL block	mHTT-CaM PPI inh
12	CCOc1ccsc1C(=O)NNC(=O)c1ccco1	-8	x
7	CC(=O)NC(N)=Nc1nc(=O)c2ccccc2s1	3	8
17	Cc1cc(C(=O)NC2CCCC2)c2cccc(Cl)c2n1	-5	-1
14	CCCc1nnc2n1N=C(c1ccc(Cl)c(Cl)c1)CS2	-6	-3
16	Cc1ccc(N2C(=O)CSC2c2ccc(OC(F)F)cc2)cc1 (centres undefined)	-3	-6
1	CC(C)CNC(=O)c1ccc(CN2C(=O)COc3ccccc32)cc1	9	-6
15	CC(=O)Oc1ccc2c(=O)c(-c3ccc(Cl)cc3)c(C)oc2c1	-5	-1
11	COc1ccc(CNC(=O)c2cccnc2N2CCNC(c3ccccc3)C2)cc1 (centres undefined)	1	3
18	Cc1cc(=O)oc2c1c(-c1ccccc1)nn2-c1cccc(C(=O)O)c1	1	3
3	Cc1[nH][nH]c(=O)c1C1(C(C#N)C#N)C2CC3CC(C2)CC1C3 (centres undefined)	x	-5
13	Cn1ccnc1N1CCN(C(=O)C2CC(=O)N(c3ccc(Cl)cc3)C2)CC1 (centres undefined)	-3	1
4	COc1cccc(C(=O)N2CCN(c3nc4ccncc4n(CC(C)C)c3=O)CC2)c1	8	5
8	COc1ccc(Nc2cc(N3CCOCC3)c3noc4c3c2C(=O)c2ccccc2-4)cc1	1	43
20	Cc1cc(C)cc(OCC(=O)N2CCN(c3ccc([N+](=O)[O-])cc3)CC2)c1	-3	7
19	COc1ccc(-n2nc(C(=O)NCC(=O)N(C)C3CCCCC3)c3ccccc3c2=O)cc1OC	-14	49
5	CCC[C@H]1[C@@H](OC(=O)Oc2ccc([N+](=O)[O-])cc2)CC[C@@]23CCCN2C(=O)CCC[C@@H]13	0	58*

Other results.
No.	structure	Pf apPOL block	mHTT-CaM PPI inh
21	CCOC(=O)C[C@H]1c2ccc(C(F)(F)F)cc2S(=O)(=O)N1C(C)(C)C	-3	5
22	CC1CCCCN1CCCNS(=O)(=O)c1ccc(S(=O)(=O)c2ccc(C(F)(F)F)cn2)s1 (centres undefined)	3	x
23	CCCNc1cc(N2CCC(CCC(=O)NC(C)C)CC2)ncn1	-2	2
24	COc1cc(NC(=O)C2CCCN(C(=O)c3cccc(Cl)c3)C2)cc(OC)c1 (centres undefined)	2	36
25	CCCc1nc2cccnc2n1C1CCN(C(=O)Nc2ccccc2)C1 (centres undefined)	-2	2
26	CC(C)(C)OC(=O)NC(CCCN=C(N)N)C(=O)O (centres undefined)	-1	x
27	C[C@H]1COc2cccc(N3CCCC3)c2S(=O)(=O)N1C	-1	1
28	Cc1cccc(NC(=O)CSc2ccc(Cl)cc2)c1	2	-22
29	O=C(Nc1ccc(I)cc1Cl)c1ccccc1Cl	6	-9
30	Cc1cccc(NC(=O)CN2C(=O)C(c3ccc(F)cc3)=NC2(C)C)c1	-2	-11
31	CC1SC(c2ccccc2)N(CC(O)c2ccc([N+](=O)[O-])cc2)C1=O (centres undefined)	-5	29
32	CC1CN(CC(O)COc2ccc(Cl)cc2Cl)CC(C)O1 (centres undefined)	-7	0
33	Cc1cccc(C(=O)Nc2ccc(Cl)cc2)c1	-2	-12
34	CC(=O)Nc1cccc(NC(=O)c2ccc(F)cc2)c1	4	6
35	C[C@H]1[C@@H](c2ccccc2)Oc2ccc(Cl)cc2S(=O)(=O)N1Cc1ccc(F)cc1F	-2	-6
36	Cc1cc(C)n2nc(CC(=O)NC3CCCCCC3)nc2n1	-11	-2
37	CCCCN(C)CCNS(=O)(=O)c1cc(Br)cc2c1N(C(C)=O)CC2	-2	0
38	C/C(=C\C(=O)c1ccc(Br)cc1)Nc1ccc(O)cc1	-5	13
39	COc1ccc2c(c1)CC(CNC(=O)c1ccccc1C)O2 (centres undefined)	-3	5
40	O=C(Cc1ccc(F)cc1)Nc1ccc(CN2CCN(c3ccccn3)CC2)cc1	-10	2

(further entries)
No.	structure	Pf apPOL block	mHTT-CaM PPI inh
41	O=C(CCN1CCCCCC1)c1ccccc1	-2	-8
42	CCCN1CCN(C2CCN(C(=O)c3ccc(OC)c(F)c3)CC2)C1=O	-3	5
43	COc1ccc(CN2C(=O)CCC2(C)C(=O)NC2CCCCCCC2)cc1 (centres undefined)	-2	0
44	CCC(Oc1ccccc1)C(=O)Nc1cccc(C)c1C (centres undefined)	-6	-6
45	CC(=O)Nc1ccc(-c2cn3nc(-c4ccccc4)sc3n2)cc1	0	58*
46	CCCN1CCN(C(=O)c2ccn3c(-c4ccccc4)nnc3c2)CC1	-3	-1
47	CC1(C)CC(=O)C2=C(C1)c1c(ccc3ncccc13)NC2c1ccc2c(c1)OCO2 (centres undefined)	-3	33
48	O=C1CC(NC(=O)C2(c3ccccc3)CCOCC2)CN1C1CC1 (centres undefined)	-5	-16
49	COc1ccc(OC)c(NC(=O)N2CCCC2c2cc(C)on2)c1 (centres undefined)	-8	2
50	N=c1n(CC(=O)O)c2ccccc2n1Cc1ccc(Cl)cc1	-2	0
51	CCCCNC(=O)C1CCCN(c2nc3ccccc3o2)C1 (centres undefined)	-12	-8
52	COc1ccccc1CNCc1ccc(C(F)(F)F)cc1	-4	-8
53	COc1ccc(Cl)cc1NC(=O)CN(c1cc(C)ccc1C)S(=O)(=O)c1ccccc1	-4	-5
54	Nc1nc2ccccc2nc1N	0	-2
55	CSc1ncccc1C(N)=O	2	x
56	CCc1cc(C2CCCN2C(=O)Nc2cccc(Cl)c2)on1 (centres undefined)	-2	-4
57	COc1ccc2oc(=Nc3ccc(C(F)(F)F)cc3)c(C(N)=O)cc2c1	0	-7
58	COCCCNC(=O)C1(C)CCC(=O)N1c1cc(Cl)c(OC)cc1OC (centres undefined)	-1	17
59	CC(C)N1CCC(CNC(=O)C(=O)NCc2ccc(F)cc2)CC1	-9	-12
60	CCOC(=O)c1oc2cc(OCC(=O)c3ccc(OC)cc3)ccc2c(=O)c1-c1ccc(OC)cc1	-9	26

Additional records follow.
No.	structure	Pf apPOL block	mHTT-CaM PPI inh
61	CCN(CC)c1ccc(C=Nc2cccc(C(=O)O)c2)cc1	-5	-1
62	Cc1cccc(N2CCN(C(=O)c3ccc(Cn4cncn4)cc3)CC2C)c1 (centres undefined)	1	17
63	CC1CCCN(C(=O)c2cc3c(s2)CCN(C(=O)c2ccccc2)C3)C1 (centres undefined)	-3	24
64	CCc1nc(SCc2ccc(Br)cc2)n[nH]1	6&2	-5&-7
65	O=C(/C=C/c1ccccc1)Nc1c2cnn(-c3ccccc3)c2nc(=O)n1-c1ccccc1	0	28
66	CN(CCCNC(=O)C1CCc2nc(N3CCCCC3)ncc2C1)c1ccccc1 (centres undefined)	-5	36
67	C=C(C)CN1CCN(C(=O)c2cc3cc([N+](=O)[O-])cc(OC)c3oc2=O)CC1	-9	1
68	O=C1CCc2cc(NC(=O)Nc3ccc(F)cc3)ccc2N1	-7	-19
69	O=C(COc1ccc(F)cc1)N1CC2CC1CC2NS(=O)(=O)c1ccccc1 (centres undefined)	-1	1
70	Cc1ccc(-c2c(C(=O)Nc3ccccc3F)oc(=O)c3ccccc23)cc1	-2	-3
71	c1ccc(Nc2nc(-c3cccnc3)cs2)nc1	-5	12
72	O=C(c1ccccc1Cl)N1CCCCC1CCN1CCCCCC1 (centres undefined)	-7	-5
73	COc1ccc(C=C2Oc3c(ccc4c3CN(CC3CCCO3)CO4)C2=O)cc1 (centres undefined)	-24	41
74	CCc1nc(C)cn1-c1ccc(CNC(=O)C(C)(C)C)cc1	6	10
75	CN(C1CCCCC1)S(=O)(=O)c1cc(Cl)ccc1Cl	x	-16
76	Cc1ccccc1N1CCN(C(C)C(=O)NCC2CCCO2)CC1 (centres undefined)	-5	1
77	NC(=O)Cc1ccc(F)cc1Cl	-1	x
78	CCC1CCCN1CNC(=O)c1cc(OC)c(OC)c(OC)c1 (centres undefined)	1	-1
79	CN(Cc1ccccc1)C(=O)c1cccn2c(=O)c3cc(Cl)ccc3nc12	-3	-53
80	CCCCN(C)Cc1cc(=O)oc2cc(C)c(O)cc12	-7	-1

More results follow.
No.	structure	Pf apPOL block	mHTT-CaM PPI inh
81	COCc1cc(N2CCCCC2)nc(-c2csc(C)n2)n1	-18	x
82	COc1ccc(/C=C/C2=NC(=C\c3ccc(Br)cc3)/C(=O)O2)cc1	-4	10
83	COC(=O)c1cc(C(C)=O)c(C)o1	x	-3
84	Cc1ccc(C)c(CN2CCCN(c3cccc(NC(=O)C4CC4)c3)C2=O)c1	-2	10
85	CC(C)NC(=O)c1c2c(nc3ccc(F)cc13)CCCC2	2	4
86	Cn1nccc1C(=O)NC1CC(=O)N(c2ccc3c(c2)OCO3)C1 (centres undefined)	-1	-9
87	CN(Cc1ccccc1)C(=O)C1CCCN(c2ncccc2-c2noc(C3CCC3)n2)C1 (centres undefined)	-6	11
88	CC1CCCCN1CCCNC(=O)C1CCN(c2nc3cccnc3s2)CC1 (centres undefined)	2	3
89	CC(=O)N1CCN(c2nc3c(s2)CC(C(=O)NC2CCCCC2)CC3)CC1 (centres undefined)	-5	7
90	COc1ccc(-n2nc(C(=O)Nc3c(F)cccc3F)c3ccccc3c2=O)c(OC)c1	1	19
91	Clc1ccc(SCCCCN2CCOCC2)cc1	-12	2
92	O=S(=O)(Nc1ccc(F)c(Cl)c1)c1ccc(F)cc1	-1	-14
93	Cc1ccc(NC(=O)N2CC(C)C(c3nc(-c4ccncc4)no3)C2)cc1C (centres undefined)	-2	18
94	Cc1c(COC(=O)c2ccccc2)sc2ccccc12	-1	x
95	Cc1ccc(S(=O)(=O)NC(=O)Oc2ccc(Oc3ccc(C(F)(F)F)cn3)cc2)cc1	0	x
96	O=C(C1CCN(c2ccc(Br)cc2)C1=O)N1CCOCC1 (centres undefined)	-2	-7
97	Cc1csc(NC(=O)c2ccc(C)c([N+](=O)[O-])c2)n1	-2	24
98	CC(=O)NCCc1csc(C2CCCN(C(=O)c3cccnc3)C2)n1 (centres undefined)	-2	3
99	CCOc1ccccc1NC(=O)N1CCC(c2cnn(-c3cccc(F)c3)c2)CC1	-8	-23
100	CNC(=O)COc1ccc(Nc2nnc(-c3ccc(C)cc3)c3ccccc23)cc1	0&-4	67*!

More results follow.
No.	structure	Pf apPOL block	mHTT-CaM PPI inh
101	Cc1cc(I)ccc1S(=O)(=O)NCCCN1CCOCC1	-2	6
102	CCc1ccc(OCC(=O)Nc2nnc(C3CC(=O)N(c4ccccc4)C3)o2)cc1 (centres undefined)	1	7
103	COC(=O)c1sc(-c2ccc(Cl)cc2)cc1NC(=O)c1cc(C)nn1C	7	x
104	CC(CC(=O)Nc1ccc(C(N)=O)cc1)c1ccccc1 (centres undefined)	-7	1
105	CC1CCN(CC2CCN(S(=O)(=O)c3cccc4cccnc34)CC2)CC1	-1	-4
106	O=C(C1CC1)N1CCc2sc(S(=O)(=O)N3CCN(c4ccccn4)CC3)cc2C1	-6	17
107	NC(=O)c1ccccc1OCCCN1CCN(c2ccccc2)CC1	-4	x
108	NCCCN1CCCCCC1	-3	2
